Shn3 3UTR inh – inhibitors of Schnurri-3 3'UTR reporter in osteoblasts; Clone20 osteoblast Shn3 3'UTR firefly luciferase, 24 h; inhibition, % at 12.5 µM; hit rate 0.52% among 360,000; AID 588674;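 active means mean inhibition of at least 75% with every replicate also reaching 75%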;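 further: 0% = median of neutral control wells and 100% = pilot-screen positive control compound; some compounds past the cut are filed as inactive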
PDI turbidity – PDI (human) enzyme inhibition; PDI insulin aggregation turbidity, A650, 90 min; hit rate 0.052% among 350,000; inhibition, % at 10 µM; P07237;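 active means mean inhibition across replicates of 30% or more, whatever share of single replicates reach that level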;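 further: absorbance from insulin aggregation driven by PDI reduction with DTT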
Target sequence (P07237 whole entry, looked up): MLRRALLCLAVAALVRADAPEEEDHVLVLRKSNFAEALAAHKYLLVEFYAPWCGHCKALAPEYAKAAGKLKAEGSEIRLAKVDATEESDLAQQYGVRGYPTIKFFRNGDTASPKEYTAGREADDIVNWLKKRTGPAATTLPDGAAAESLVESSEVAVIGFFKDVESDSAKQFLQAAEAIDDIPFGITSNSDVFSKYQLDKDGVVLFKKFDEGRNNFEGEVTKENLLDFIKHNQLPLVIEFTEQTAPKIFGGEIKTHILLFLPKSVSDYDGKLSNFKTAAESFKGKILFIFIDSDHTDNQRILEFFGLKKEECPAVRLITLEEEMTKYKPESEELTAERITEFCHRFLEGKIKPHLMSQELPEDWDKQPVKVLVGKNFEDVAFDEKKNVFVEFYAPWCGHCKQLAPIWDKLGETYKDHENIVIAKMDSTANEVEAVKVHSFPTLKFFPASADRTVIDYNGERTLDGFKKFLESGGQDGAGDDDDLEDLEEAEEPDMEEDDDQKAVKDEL
NR2E3 ag-1 – agonists of human nuclear receptor NR2E3; Q9Y5X4; GST-NR2E3/biotin-RetCOR TR-FRET, 1536-well; inhibition of corepressor binding, % at 4.78 µM; hit rate 0.12% among 320,000; AID 2300;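 active means percent inhibition above the cutoff of mean plus 3 SD of all tested compounds, set per screening campaign, cut at about 20% in these data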;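 further: 0% = DMSO wells and 100% = biotin wells as full block of FRET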
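Format: 1536-well format; test system: GST-NR2E3 and biotin-RetCOR proteins; read-out basis: percent inhibition of TR-FRET ratio; timing: 5 h incubation at 4 °C; detection: time-resolved FRET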
H9c2 protect – protects H9c2 cardiomyocytes from peroxide injury. AID 588492. hit rate 0.63% among 360,000. protection from H2O2 cell death, % at 20 µM. H2O2 injury protection, ATPLite, 2 h;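 active means compounds giving at least 50% protection of heart cells from peroxide-induced death in the single-dose screen, raw or plate-pattern-corrected value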;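 further: 0% = DMSO wells with peroxide and 100% = DMSO wells without peroxide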
NR2E3 ag-2 – activates human NR2E3 receptor | Q9Y5X4 | CHO-S Gal4-NCOR/VP16-NR2E3 two-hybrid, luciferase | inhibition of corepressor binding, % at 3.98 µM | hit rate 0.35% among 360,000 | AID 602229;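 active means inhibition above the mean of all tested compounds plus 3 SD, cut at about 70% in these data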;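 further: 0% = DMSO with NR2E3 transfected cells and 100% = cells lacking NR2E3 construct; higher means lower luciferase signal from less NR2E3 corepressor binding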
TRPM1 prom inh – MITF TRPM1 promoter inhibition in SK-MEL-5 cells; SK-MEL-5 TRPM1 promoter luciferase, 24 h; inhibition, % at 12.5 µM; hit rate 0.83% among 330,000; AID 488899;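 active means mean inhibition across replicates of 60% or more, whatever share of single replicates reaches that level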; further: values of inactives mirror those of a sister screen read the other way
Peg3 promoter – Peg3 promoter activity inhibition; HeLa PEG-Prom luciferase reporter, luminescence, overnight; hit rate 1.7% among 360,000; inhibition, % at 20 µM;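 active means inhibition of at least 50% at 20 µM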
HIF-2a block – inhibitors of HIF-2a; inhibition, % at 18.8 µM; hit rate 0.72% among 360,000; 786-0 RCC cells HIF-2a reporter, luciferase luminescence, overnight;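 active means inhibition of the luminescence signal of 40% or more relative to plate controls, in a single-dose primary screen at 18.75 µM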
iPSC survival up – increases survival of single human iPS cells; survival enhancement, % at 20 µM; hit rate 0.044% among 360,000; hiPSC single-cell survival, ATPlite luminescence; 100% = ROCK inhibitor wells, 0% = DMSO; in the data active means survival enhancement above about 18%;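 further: cells exposed to compounds for 16 hours before the ATP read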
m5-HT2A agonist – activates the mouse 5-HT2A serotonin receptor; P35363; CHO-K1 mHTR2A beta-arrestin complementation, luminescence; percent of 30 µM serotonin response; activation, % at 7.6 µM; hit rate 0.66% among 360,000; AID 624169;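 active means activation above a run cutoff, the mean activation of all tested compounds plus 3 SD, cut at about 14% in these data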;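 further: 0% = plate median of compound wells and 100% = 30 µM serotonin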
CaV13 ICDI inh – Primary screen for inhibitors of IQ motif and Ca2+-dependent inactivation inhibitor domain binding in CACNA1D, Förster resonance energy transfer in living cells, …; HEK cells, CFP/YFP FRET ICDI-IQ, plate reader, 10 min; percent FRET-ratio fall versus neutral wells; inhibition, % at 12.3 µM; hit rate 0.098% among 340,000;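 active means mean replicate inhibition of at least 30% and at least 1% of replicates passing that level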;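 further: 0% = median of the neutral control wells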
The depositor's hits bear a star; · = not tested or not shown.

Order of results: PDI turbidity	Peg3 promoter	TRPM1 prom inh	iPSC survival up	HIF-2a block	Shn3 3UTR inh	m5-HT2A agonist	NR2E3 ag-1	CaV13 ICDI inh	H9c2 protect	NR2E3 ag-2
c1ccc(-c2noc(CN3CCN(C(c4ccccc4)c4ccccc4)CC3)n2)cc1
    -2	19	-1	-0.9	5	22	-2	4	·	-10	20
CCN(CC(=O)Nc1c(F)cccc1F)C(=O)Cc1ccccc1
    5	9	10	-0.5	9	3	-3	1	-4	-2	-3
O=C(c1ccc2c(c1)N(Cc1ccc(F)cc1)C(=O)CS2)N1CCOCC1
    6	21	-8	0.5	5	-2	3	4	-3	-2	-8
Cn1c(=O)c2cc(NC(=S)NCc3ccccc3F)ccc2n1Cc1cccc(C(F)(F)F)c1
    7	12	·	-0.4	12	0	-1	·	-10	-18	14
O=C(CCCN1C(=O)C(c2ccccc2)Oc2cccnc21)NCc1ccccc1F (configuration not stated)
    11	-4	10	-0.6	-6	14	-4	1	-7	-6	15
Cc1c(Cc2ccccc2)sc(/N=C/c2ccc3ccccc3c2)c1C(N)=O
    -5	-35	17	-0.1	-180	-27	1	-1	·	2	-94
COc1cc(/C=N/NC(=O)c2cccc(C(=O)N/N=C/c3ccc(O)c(OC)c3)n2)ccc1O
    -5	5	4	0.1	11	-7	-7	·	-17	3	-10
COc1ccc(CNC(=O)C(CC(C)C)NC(=O)c2ccccc2C)cc1 (configuration not stated)
    -8	0	·	-0.7	0	-11	-7	5	-3	-1	2
COc1cc(-c2nnc(COc3ccc4ccccc4c3)o2)cc(OC)c1OC
    4	23	-10	-0.7	7	2	-1	-2	-5	14	-24
CCCCOC(=O)/C=C/c1c(C)[nH]c(=O)[nH]c1=O
    -3	3	0	-1.5	1	-6	2	2	-18	-7	5
Cc1cc2c(c(C)c1Cl)C(c1ccc3c(c1)OCO3)CC(=O)O2 (configuration not stated)
    0	11	-2	4.1	13	-13	-2	·	-5	-9	-28
C=CCn1cnc2scc(-c3ccc(OC)cc3)c2c1=O
    -7	9	-1	1.4	14	15	1	0	-5	-1	-33
CSCC[C@H](NC(=O)Nc1ccc(S(N)(=O)=O)cc1)C(=O)O
    0	6	-3	-0.4	11	11	-1	-1	-4	-2	0
CCOc1ccc(S(=O)(=O)Nc2ccc(C(=O)NCCCN3CCCC3=O)cc2)cc1
    3	3	1	0.5	-1	9	5	-1	-3	43	14
Oc1c(C(c2ccccc2)N2CCOCC2)ccc2ccccc12 (configuration not stated)
    -49	56*	16	-3.8	10	11	1	·	-6	-4	-56
COc1ccc(C(=O)NC2CCCc3ccccc32)cc1 (configuration not stated)
    7	-29	7	2.4	-36	1	9	3	-4	0	-12
O=C(NC1CCc2ccccc21)c1cc(COc2ccc(F)cc2Cl)on1 (configuration not stated)
    2	-5	6	-0.2	-22	11	-8	-1	-6	-2	-34
OCCNc1nc2ccccc2[nH]1
    -5	11	2	8.0	24	4	-5	2	-4	1	2
CCC1CCCCN1C(=O)CSc1nc2ccsc2c(=O)n1Cc1ccccc1 (configuration not stated)
    -3	23	3	0.5	25	20	2	-4	-4	1	-14
O=C(NC1CCCC1)C(c1ccsc1)N(C(=O)Cc1cccs1)c1ccc(F)cc1 (configuration not stated)
    3	-1	-9	-2.7	10	-4	0	0	·	-2	-31
NNc1nc2ccccc2c(=O)n1Cc1ccccc1
    1	-78	-35	1.6	-102	-21	11	1	-5	9	-19
CCOc1cc2c(Cl)ncnc2c(OCC)c1OCC
    -2	7	3	-0.5	16	-11	-2	0	-9	1	11
CCC(=O)NCC(c1cccs1)S(=O)(=O)c1ccc(C)cc1 (configuration not stated)
    -5	-12	7	-0.3	6	1	-6	-1	-8	0	-8
O=C(c1cccc(Cl)c1)C1CCCN(C(=O)c2ccoc2)C1 (configuration not stated)
    7	0	-5	4.9	-8	-8	-1	-2	-4	3	1
CCOC(=O)NCCc1ccc(OC)cc1
    -6	-14	-5	-1.8	-15	-5	8	3	·	-3	-19
CN(CC(=O)Nc1ccc(Cl)c(C(F)(F)F)c1)C(=O)Cn1cc([N+](=O)[O-])ccc1=O
    -1	16	-2	-0.1	-2	7	-21	2	-5	-13	11
C(=Cc1c[nH]c2ccccc12)c1ccc2ccccc2n1
    -15	72*	19	-5.1	18	30	1	·	-12	-19	-126
Cc1c(NS(=O)(=O)c2ccc(Cl)c(C(=O)OC(C)C(=O)N3CCOCC3)c2)c(=O)n(-c2ccccc2)n1C (configuration not stated)
    -1	10	3	-0.7	7	5	3	3	-5	2	5
CCOC(=O)c1oc2ccccc2c1NC(=O)Cc1cccs1
    -4	1	-1	-0.4	5	-1	3	3	-9	-4	-6
C=C(C)C1CC=C(C)/C(=N/NC(=O)CCC(=O)Nc2ccccc2Cl)C1 (configuration not stated)
    -6	14	5	0.2	1	6	-1	0	-6	-1	-7
O=C(NCc1ccc(F)cc1F)[C@@H]1CCCN1C(=O)[C@@H]1CCCN1C(=O)c1ccccc1
    ·	·	·	0.9	-4	·	0	·	-10	·	-10
CCOC(=O)CC(=O)Nc1ccn[nH]1
    20	5	-10	-0.3	13	-2	3	-2	-4	4	-5
CC(C)N(Cc1nc2ccccc2[nH]1)C(C)C
    ·	10	·	-2.0	-4	-10	2	2	-6	11	-19
O=C(NCc1cccnc1)C1CCN(S(=O)(=O)N2CCOCC2)CC1
    3	7	4	-0.4	6	1	5	0	-6	14	1
COc1ccc(/C(C)=N/OCC(=O)Nc2nc3ccccc3s2)cc1
    -1	-22	4	-1.3	-19	-11	-1	-1	-8	-4	-34
c1ccc2c(c1)OCC(c1csc3ncnc(N4CCOCC4)c13)O2 (configuration not stated)
    8	8	16	2.5	28	26	3	-2	-5	-4	0
CC(Sc1ccc(Cl)cc1)C(=O)NNC(=O)c1ccccc1O (configuration not stated)
    -1	25	-5	-0.6	5	31	4	4	·	32	-7
CN(CCC1CCOCC1)C(=O)C1CCC(=O)N(CCc2cccc(F)c2)C1 (configuration not stated)
    -2	-15	2	0.5	1	-1	2	-2	-3	-8	1
O=C(NNC(=O)c1ccc(Br)cc1)c1ccncc1
    4	-9	8	-0.1	-1	-17	2	4	-1	0	-14
COC(=O)c1cc2sccc2n1Cc1nc(-c2cccc(Cl)c2)oc1C
    3	4	-1	-1.7	10	54	1	3	-5	-10	1
Cc1ccc(S(=O)(=O)N(C)Cc2ccc(C(=O)N/N=C/c3ccc(OC(F)F)cc3)cc2)cc1
    -5	39	14	4.1	6	-7	-1	-3	-6	-10	18
O=C(c1cn[nH]c1)N1CCc2c([nH]c3ccccc23)C1c1c(F)cccc1Cl (configuration not stated)
    -1	30	31	2.3	29	17	7	-2	-2	-2	1
CCOC(=O)C1C(=O)Oc2ccc3ccccc3c2C1C1CCOC1=O (configuration not stated)
    ·	1	-4	2.4	15	31	-2	2	-2	-18	-6
CCOC(=O)c1[nH]c(CN2CCN(c3ccc(OC)cc3)CC2)c(C(=O)OCC)c1C
    8	-218	-2	0.0	-66	19	-4	1	-4	2	-2
Cc1nn(-c2ccccc2)c(Cl)c1C(=O)OCC(=O)NCCc1ccc(S(N)(=O)=O)cc1
    2	-14	-1	0.5	2	4	4	·	-5	0	1
Cc1nc2ccccc2c(=O)n1CCCO
    -1	0	26	0.5	5	9	-5	0	-4	-2	2
O=C(Nc1ccc(-c2csc(-c3ccccc3)n2)cc1)c1ccccc1Cl
    4	-11	6	-0.5	-50	37	0	0	·	-9	-14
Cc1cc(C)cc(NC(=O)C2CCCN(S(=O)(=O)c3cnc[nH]3)C2)c1 (configuration not stated)
    -5	9	16	-2.6	0	-18	-3	3	16	-1	-2
CCOC(=O)N1CCC(NC(=O)CS(=O)(=O)Cc2nc(-c3ccccc3C)oc2C)CC1
    ·	2	10	0.9	7	18	-3	0	10	-10	-4
CC(Oc1ccccc1)c1ccn[nH]1 (configuration not stated)
    -3	-3	4	0.3	3	10	-1	2	-6	-1	11
